IL-1B inflam inh = inhibitors of inflammasome signaling (IL-1 beta secretion); THP-1 LPS/ATP IL-1B secretion, AlphaLISA, 16 h; stronger effect = lower value; AID 743279; activity change, % at 57.5 µM; hit rate 4.7% among 360,000; in the data active means activity change below about -50%; inconclusive means mostly about -30% to -49%; further: on the % scale 0 is the no-effect control and ±100 the full control effect
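THP-1 cells pretreated 1 hr with compounds (up to 57.5 uM final), then stimulated with LPS (250 ng/mL final) plus ATP (1.25 mM final); secreted IL-1B measured by AlphaLISA after 16 hr, decreased signal indicating inhibition.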
ATXN viability = viability counter-screen for ATXN expression inhibitors; S2 cells (HEK-293 line with an ATXN2-luciferase reporter) viability, CellTiter-Fluor protease fluorescence, 24 h; Potency, µM (highest dose often 56.7 µM), most hits filed as cytotoxic; hit rate 0.49% among 400,000; AID 651635; further: potency means the concentration at half of the fitted maximal effect; nearly all actives have a fitted effect of over 40% in size
HT1080NT lethal = kills 2HG-producing HT-1080-NT fibrosarcoma cells; HT-1080-NT fibrosarcoma viability, CellTiter-Glo ATP luminescence, 48 h; Potency, µM (titrated, usually from 46.1 µM), inactives show at the top dose activity, negative = less viability, actives largely listed as cytotoxic; hit rate 1.6% among 360,000;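 further: NT is the 2HG producing partner of a matched IDH1 knockdown line; potency means the concentration at half of the fitted maximal effect; 0% = DMSO-treated cells and -100% = media-only wells without cells; nearly all actives have a fitted effect of over 55% in size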
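Luminescent CellTiter-Glo readout after 48 hours of compound exposure at 37 degrees C defined viability of HT-1080-NT cells. Activity was normalized to DMSO wells and cell-free media wells; concentration-response curves were fitted and assigned curve classes.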
HT1080 IDH1KD tx = toxicity to HT-1080 IDH1 knockdown cells (counter line) | HT-1080 IDH1 knockdown viability, ATP luminescence, 48 h | Potency, µM (series often up to 46.1 µM), inactives show at the highest dose activity, negative = toxicity, most hits filed as cytotoxic | hit rate 2% among 360,000;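 further: potency means the concentration at half of the fitted maximal effect; 0% = DMSO wells and -100% = cell-free medium wells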
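Cytotoxicity counter-line: IDH1KD HT-1080, 48 h, CellTiter-Glo. Curves classed by r2, magnitude and activity.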
KB-V1 cytotox = kills drug-selected multidrug resistant KB-V1 cells; hit rate 3.4% among 400,000; Potency, µM (highest dose often 46.1 µM), for the others: at the top dose activity change, negative = cytotoxicity, usual class: cytotoxic; AID 1347076; KB-V1 MDR cells viability, CellTiter-Glo, 72 h; further: potency means the concentration at half of the fitted maximal effect; on the % scale 0 is the no-effect control and ±100 the full control effect; nearly all actives have a fitted effect of over 60% in size
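qHTS viability screen in drug-selected KB-V1 MDR cells: 72 h compound treatment at 37 degrees C, ATP luminescence end point.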
ATXN2 expr inh = ATXN2 expression inhibition | Potency, µM (series often up to 57 µM), for inactives: top-dose activity change, negative = inhibition, actives largely listed as inhibitors | hit rate 0.72% among 360,000 | AID 1745845 | HEK-293 ATXN2-luciferase reporter, luminescence, 24 h; further: potency means the concentration at half of the fitted maximal effect; on the % scale 0 is the no-effect control and ±100 the full control effect; nearly all actives have a fitted effect of over 55% in size
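qHTS (up to 57 uM final) was run with 24 h compound exposure of reporter cells at 37 °C. Each well was multiplexed: SteadyGlo luminescence measured ATXN2-luciferase expression after a fluorogenic Gly-Phe-AFC viability readout (25 uM final).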
MCF10A rerep = induces DNA re-replication in MCF 10a normal breast cells; hit rate 2.9% among 350,000; Potency, µM (series often up to 46.1 µM), for the others: top-dose activity, positive = re-replication, actives largely listed as activators; AID 624296; MCF 10A DNA re-replication, Hoechst nuclear intensity, 48 h; further: potency means the concentration at half of the fitted maximal effect; % of control where 0% means no effect; nearly all actives have a fitted effect of over 50% in size
SW480 rerep = induces DNA re-replication in SW480 colon adenocarcinoma cells; hit rate 1.8% among 340,000; SW480 DNA re-replication, Hoechst DNA content imaging, 48 h; AID 624297; Potency, µM (series often up to 46.1 µM), inactives show top-dose re-replication activation, most hits filed as activators; further: potency means the concentration at half of the fitted maximal effect; % of control where 0% means no effect; nearly all actives have a fitted effect of over 55% in size
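First, 250 cells per well were seeded. Next, compound or vehicle (23 nL) was pinned in, plates sat 48 hr at 37 C. Finally Hoechst was added for 40 min before fluorescence scanning.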
KB-3-1 cytotox = kills parental KB-3-1 adenocarcinoma cells; KB-3-1 viability, CellTiter-Glo ATP luminescence, 72 h; Potency, µM (top dose mostly 46.1 µM), without a hit: at the highest dose activity change, negative = cytotoxic, most hits filed as cytotoxic; hit rate 1.4% among 400,000; further: potency means the concentration at half of the fitted maximal effect; on the % scale 0 is the no-effect control and ±100 the full control effect; nearly all actives have a fitted effect of over 60% in size
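Cytotoxicity measured as CellTiter-Glo luminescence after 72 h at 37 C. Compound titrations were pinned onto drug-naive KB-3-1 parental adenocarcinoma cells grown in DMEM with 10% FBS, and normalized data fitted to concentration-response curves.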
An asterisk follows results filed as active; i = inactive; u = inconclusive; x = not tested or not shown; & = joins results of further samples; [ ] = dose if it differs, or a comment. Unless noted, the call rests on the fitted dose curve; in most records, active means well fitted curve in the direction sought with a large enough effect; inconclusive means small, poorly fitted or top-dose-only effect, or another doubt; inactive means no such curve, though single readings can be large; an effect the other way counts as inactive or inconclusive.

entry | Molecule | IL-1B inflam inh | ATXN viability | HT1080NT lethal | HT1080 IDH1KD tx | KB-V1 cytotox
1 | CC(C)C[C@@]12C(=O)N(c3cccc(F)c3)C(=O)N1[C@H](c1ccc(Br)cc1)[C@@H]1C(=O)N(C(C)(C)C)C(=O)[C@@H]12 | -2 | i | 17% | 10% | 3%
2 | O=C(NCCc1ccccc1)c1ccc(CS(=O)(=O)Cc2ccc(F)cc2)o1 | -22 | i | -6% | -3% | u
3 | CC(C)[C@H](NC(=O)c1ccccc1)C(=O)OCC(=O)NCc1ccc(F)cc1 | 27 | i | 4% | 7% | -4%
4 | O=C(O)C/C=C(/NC(=O)OCc1ccccc1)C(=O)OCc1ccccc1 | -4 | i | -1% | -4% | 5%
5 | Cn1c(=O)c(=O)n(C)c2cc(S(=O)(=O)NCCN3CCN(c4ccccc4F)CC3)ccc21 | 1 | i | -1% | 0% | 12%
6 | CC(C)c1ccc2c(c1)C(N1CCN(C)CC1)Cc1cccnc1S2 (centres undefined) | u | u | u | u | u
7 | Cc1ccc(C)c(N2CCN(C(=O)CN(C)S(=O)(=O)c3cnc[nH]3)CC2)c1 | -7 | i | -2% | -7% | 2%
8 | CC(=O)Nc1ccc(Nc2nc(C)nc3c2oc2ccccc23)cc1 | 19 | i | u | -29% | -7%
9 | COc1ccc(Cl)cc1Nc1ccc2cc(S(=O)(=O)N3CCCCC3)ccc2n1 | x | u | x | x | 4%
10 | CCCn1c(N)c(Sc2ccc([N+](=O)[O-])cc2)c(=O)n(CCC)c1=O | -16 | i | -5% | -4% | -8%
11 | CCOC(=O)C1CCN(C(=O)CN2c3ccc(CC)cc3-c3ccccc3S2(=O)=O)CC1 | x | i | x | x | -10%
12 | CCOC(=O)c1noc2nc(C)n(CC(=O)Nc3ccc(Br)cc3C)c(=O)c12 | x | i | x | x | 0%

entry | ATXN2 expr inh | MCF10A rerep | SW480 rerep | KB-3-1 cytotox
1 | 12% | -4% | -29% | -4%
2 | -4% | -3% | -19% | -9%
3 | -25% | 1% | 0% | 15%
4 | 6% | 1% | 1% | 2%
5 | -16% | -4% | -4% | -1%
6 | -30% | u | u | u
7 | 2% | -4% | -7% | -6%
8 | -18% | 9% | 1% | 0%
9 | -13% | x | x | -19%
10 | x | -3% | -10% | 26%
11 | 19% | x | x | 4%
12 | 4% | x | x | 2%

The closing 2 compounds of the section above are carried over, then new ones follow:
entry | Molecule | IL-1B inflam inh | ATXN viability | HT1080NT lethal | HT1080 IDH1KD tx | KB-V1 cytotox
11 | CCOC(=O)C1CCN(C(=O)CN2c3ccc(CC)cc3-c3ccccc3S2(=O)=O)CC1 | x | i | x | x | -10%
12 | CCOC(=O)c1noc2nc(C)n(CC(=O)Nc3ccc(Br)cc3C)c(=O)c12 | x | i | x | x | 0%
13 | CN(C)C(=O)CSc1nc(-c2ccccc2)nc2c1CCCC2 | -70* | i | -28% | u | u
14 | Cn1ccnc1SCc1ccc(Cl)cc1Cl | -17 | i | 0% | -3% | -16%
15 | Cc1ccc(S(=O)(=O)N2[C@@H](c3ccccc3F)C(C(=O)O)=CC[C@H]2c2cccc(Cl)c2)cc1 | 4 | i | -2% | 4% | 59%
16 | COc1ccc(S(=O)(=O)N(CC(=O)NCC2CCCO2)C2CCCCC2)cc1OC (centres undefined) | 11 | i | -6% | -3% | 2%
17 | Cc1ccc(C(=O)N2CCCC2)cc1S(=O)(=O)Nc1ccccc1 | 2 | i | 4% | 1% | -15%
18 | CC1CCc2cccc3c(O)cc(=O)n1c23 (centres undefined) | 68 | i | 8% | 10% | 25%
19 | CSc1ncc2c(n1)-c1ccccc1N(Cc1ccc(Cl)cc1)S2(=O)=O | x | i | x | x | 3%
20 | CCC(C)(C)NC(=O)C(c1ccc(F)cc1)N(Cc1ccc(OC)cc1)C(=O)c1cnccn1 (centres undefined) | -6 | i | -2% | 5% | u
21 | CN(C(=O)c1ccccc1C(=O)OCC(=O)c1ccc(Br)cc1)c1ccccc1 | -12 | i | -2% | -14% | u
22 | CCOC(=O)c1sc(/N=C/c2c(O)ccc3ccccc23)cc1C | -23 | i | 2% | -14% | -23%
23 | CCCCc1ccc(NC(=O)CN2C(=O)C3CCCCC3C2=O)cc1 (centres undefined) | -76* | i | -7% | -2% | -18%
24 | COc1ccc(C(=O)NCCn2cc(SCC(=O)Nc3cc(C)on3)c3ccccc32)cc1OC | -10 | i | -9% | -5% | 9%

entry | ATXN2 expr inh | MCF10A rerep | SW480 rerep | KB-3-1 cytotox
11 | 19% | x | x | 4%
12 | 4% | x | x | 2%
13 | u | 0% | u | u
14 | -17% | 10% | -10% | 16%
15 | 2% | -31%[inhibitor] | -9% | -4%
16 | -8% | -22% | -14% | -9%
17 | -4% | -1% | -2% | -4%
18 | x | 15% | 0% | 3%
19 | -6% | x | x | 1%
20 | -4% | 15% | -1% | 6%
21 | -21% | 7% | 7% | -28%
22 | 8% | 15µM* | -10% | 7%
23 | 9% | u | 15% | 2%
24 | 0% | 23% | 8% | 3%

Continued.
entry | Molecule | IL-1B inflam inh | ATXN viability | HT1080NT lethal | HT1080 IDH1KD tx | KB-V1 cytotox
25 | CC(=O)n1c2ccccc2c2nc3ccccc3nc21 | 44 | i | 13% | 10% | 4%
26 | Clc1cc(Br)ccc1OCCOCCN1CCCC1 | -91* | i | 0% | -14% | 0%
27 | Cc1ccccc1COc1ccc2oc(C)c(C(=O)O)c2c1 | -13 | i | 27% | 10% | 9%
28 | CN(c1ccccc1)S(=O)(=O)c1nnc(NC(=O)COc2ccccc2)s1 | 29 | i | -15% | -11% | 2%&0%
29 | COc1ccc(Cl)cc1NC(=O)Cn1nc(-c2ccc(C)cc2)n(C)c1=S | 18 | i | u | u | u
30 | O=C(NCCc1ccccc1)c1ccc2nccnc2c1 | 8 | i | 4% | 8% | 0%
31 | CC(C)NC(=O)CSc1nc2ccccc2c(=O)n1Cc1ccc(C(=O)NC(C)C)cc1 | x | i | x | x | u
32 | Nc1c(Cl)cc(-c2csc(N3CCCC3c3nc4cc(Cl)c(Cl)cc4n3CCCO)n2)cc1Cl (centres undefined) | -13 | i | 6% | 9% | 3%
33 | c1csc(-c2ccnc3ncnn23)c1 | -28 | i | -3% | 1% | 4%
34 | COC(=O)Cc1[nH]c(=S)[nH]c1C(=O)OC | 7 | i | -1% | -1% | -18%
35 | CC(C)(C)n1nnnc1C(c1ccccc1F)N1CCN(C2CCCC2)CC1 (centres undefined) | -12 | i | -2% | -3% | -37%
36 | CC(C)C(NC(=O)c1ccccc1NC(=O)c1ccco1)C(=O)NNC(=O)c1ccncc1 (centres undefined) | 9 | i | 0% | -2% | 6%

entry | ATXN2 expr inh | MCF10A rerep | SW480 rerep | KB-3-1 cytotox
25 | 44%[activator] | -6% | 7% | -4%
26 | -22% | u | u | -14%
27 | 7% | u | -41%[inhibitor] | 3%
28 | 1%&5% | -2% | u | -8%&12%
29 | -11% | 9% | 11% | 5%
30 | u | -11% | -2% | 10%
31 | 6% | x | x | 17%
32 | -3% | u | -4% | -19%
33 | 1% | -6% | 3% | 3%
34 | -15% | -10% | u | -6%
35 | -2% | u | u | -7%
36 | -4% | -2% | -1% | 8%

6 entries picked at random from those above, as already listed:
entry | Molecule | IL-1B inflam inh | ATXN viability | HT1080NT lethal | HT1080 IDH1KD tx | KB-V1 cytotox
14 | Cn1ccnc1SCc1ccc(Cl)cc1Cl | -17 | i | 0% | -3% | -16%
26 | Clc1cc(Br)ccc1OCCOCCN1CCCC1 | -91* | i | 0% | -14% | 0%
23 | CCCCc1ccc(NC(=O)CN2C(=O)C3CCCCC3C2=O)cc1 (centres undefined) | -76* | i | -7% | -2% | -18%
28 | CN(c1ccccc1)S(=O)(=O)c1nnc(NC(=O)COc2ccccc2)s1 | 29 | i | -15% | -11% | 2%&0%
8 | CC(=O)Nc1ccc(Nc2nc(C)nc3c2oc2ccccc23)cc1 | 19 | i | u | -29% | -7%
29 | COc1ccc(Cl)cc1NC(=O)Cn1nc(-c2ccc(C)cc2)n(C)c1=S | 18 | i | u | u | u

entry | ATXN2 expr inh | MCF10A rerep | SW480 rerep | KB-3-1 cytotox
14 | -17% | 10% | -10% | 16%
26 | -22% | u | u | -14%
23 | 9% | u | 15% | 2%
28 | 1%&5% | -2% | u | -8%&12%
8 | -18% | 9% | 1% | 0%
29 | -11% | 9% | 11% | 5%

Later entries:
entry | Molecule | IL-1B inflam inh | ATXN viability | HT1080NT lethal | HT1080 IDH1KD tx | KB-V1 cytotox
37 | CCN(CC)c1ccc(C(=O)OCc2c(C)noc2C)cc1 | -9 | i | -23% | -18% | u
38 | O=C1OC(Nc2ccc3ncccc3c2)c2ccccc21 (centres undefined) | 6 | i | 13% | -6% | 11%
39 | CCn1c(C)[n+](Cc2ccccc2)c2ccc(Cl)cc21 | 22 | i | -19% | -2% | 4%
40 | COC(=O)C(CCCN1C(=O)c2ccccc2C1=O)(NC(C)=O)c1nnn(C)n1 (centres undefined) | 0 | i | 8% | 0% | 3%
41 | CC(=O)c1cccc(NC2c3ccccc3C(=O)N2Cc2ccc3c(c2)OCO3)c1 (centres undefined) | -10 | i | -10% | -8% | -4%
42 | CCc1ccc(N2CC(C(=O)OCc3nc4ccsc4c(=O)[nH]3)CC2=O)cc1 (centres undefined) | -2 | i | -5% | 3% | u
43 | Cc1ccc2nc(SCC(=O)c3c[nH]c4ccccc34)[nH]c2c1 | -19 | i | u | -21% | -1%
44 | CCOC(=O)c1c(NC(=O)C2=C(C)NC(=S)NC2c2ccc(C)cc2)sc(C)c1C (centres undefined) | -76* | x | u | -30% | 21µM*

entry | ATXN2 expr inh | MCF10A rerep | SW480 rerep | KB-3-1 cytotox
37 | -5% | -43%[inhibitor] | 8% | -3%
38 | 7% | u | 2% | 0%
39 | -27% | 21% | 1% | u
40 | -18% | u | -15% | -7%
41 | -13% | -7% | -8% | 0%
42 | 4% | 0% | u | -1%
43 | -2% | u | -39%[inhibitor] | 2%
44 | -6% | u | 2% | u

From PubChem BioAssay
